CXCR6 block – CXCR6 (human) receptor inhibition; O00574; CHO-K1 PathHunter CXCR6 beta-arrestin, luminescence; inhibition, % at 20 µM; actives 0.36% (n = 360,000); AID 602244; in the data active means inhibition above about 34%, passing the limit was not always enough;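 further: antagonist mode with CXCL16 agonist at 10 nM final; 0% = 10 nM CXCL16 with DMSO and 100% = unstimulated wells without agonist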
XBP1 UPR activ – activators of adaptive arm of unfolded protein response (XBP1); activation, % at 20 µM; CHO-XBP1 luciferase reporter, IRE1-XBP1 UPR activation, luminescence; percent of tunicamycin response, DMSO as zero; actives 0.33% (n = 330,000);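 active means versus positive control, 20 µM dose yields 30% or more activation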;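 further: 100% = tunicamycin at 10 µg/mL and 0% = DMSO only wells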
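incubation = overnight seeding at 37 °C, 6 h compound treatment at 37 °C | assay system = CHO-XBP1 cells stably carrying IRE1-XBP1-driven luciferase reporter | input = 1000 cells per well | detection = luciferase luminescence | dosing = single point, 20 µM final compound, 1% DMSO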
UPR CHOP act – apoptotic UPR (CHOP) activation; activation, % at 10 µM; CHO-CHOP luciferase reporter, luminescence; percent of tunicamycin response over DMSO baseline; actives 0.34% (n = 330,000);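 active means at 10 µM dose, activation of 40% or more, normalized to positive control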;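 further: 100% = tunicamycin at 10 µg/mL and 0% = DMSO alone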
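System: CHO-CHOP luciferase reporter cell line; amount: 500 cells/well; buffer or medium: F12 medium containing 10% fetal bovine serum; incubation: 6 h compound exposure at 37 °C after overnight seeding; measured by: luciferase luminescence after 10 min with Steady-Glo reagent; evaluation: % reporter activation, DMSO baseline versus tunicamycin full activation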
APJ antagonist – APJ receptor antagonism. inhibition, % at 20 µM. AID 2521. actives 0.32% (n = 330,000). CHO-K1 APJ beta-arrestin complementation, luminescence;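 active means inhibition above about 40% at 20 µM, limit read from the data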;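 further: cells challenged with 10 nM apelin-13 agonist together with compound; plate controls were apelin-13 plus DMSO wells for no effect and DMSO wells lacking apelin-13 for full effect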
Mdm2-MdmX inh – inhibitors of human Mdm2/MdmX interaction; SaOS-2 split-luciferase Mdm2/MdmX complementation, luminescence; actives 3% (n = 330,000); O15151+Q00987; inhibition, % at 8 µM; AID 485346;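 active means inhibition of at least 50% at 8 µM in the primary screen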
Target sequence (O15151 whole entry, looked up): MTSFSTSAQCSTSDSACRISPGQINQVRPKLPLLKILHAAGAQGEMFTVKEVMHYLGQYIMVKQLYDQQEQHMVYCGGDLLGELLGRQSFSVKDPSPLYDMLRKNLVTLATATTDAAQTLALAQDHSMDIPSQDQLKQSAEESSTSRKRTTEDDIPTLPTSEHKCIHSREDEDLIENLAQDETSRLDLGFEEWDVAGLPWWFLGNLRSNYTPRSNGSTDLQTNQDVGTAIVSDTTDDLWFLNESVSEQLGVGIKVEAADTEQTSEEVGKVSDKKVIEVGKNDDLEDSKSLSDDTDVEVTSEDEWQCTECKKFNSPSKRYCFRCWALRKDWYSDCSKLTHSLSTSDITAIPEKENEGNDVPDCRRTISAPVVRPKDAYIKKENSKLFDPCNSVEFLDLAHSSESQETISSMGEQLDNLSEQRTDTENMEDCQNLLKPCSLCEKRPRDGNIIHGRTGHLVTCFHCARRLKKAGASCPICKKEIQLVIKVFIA
Target sequence (Q00987 whole entry, looked up): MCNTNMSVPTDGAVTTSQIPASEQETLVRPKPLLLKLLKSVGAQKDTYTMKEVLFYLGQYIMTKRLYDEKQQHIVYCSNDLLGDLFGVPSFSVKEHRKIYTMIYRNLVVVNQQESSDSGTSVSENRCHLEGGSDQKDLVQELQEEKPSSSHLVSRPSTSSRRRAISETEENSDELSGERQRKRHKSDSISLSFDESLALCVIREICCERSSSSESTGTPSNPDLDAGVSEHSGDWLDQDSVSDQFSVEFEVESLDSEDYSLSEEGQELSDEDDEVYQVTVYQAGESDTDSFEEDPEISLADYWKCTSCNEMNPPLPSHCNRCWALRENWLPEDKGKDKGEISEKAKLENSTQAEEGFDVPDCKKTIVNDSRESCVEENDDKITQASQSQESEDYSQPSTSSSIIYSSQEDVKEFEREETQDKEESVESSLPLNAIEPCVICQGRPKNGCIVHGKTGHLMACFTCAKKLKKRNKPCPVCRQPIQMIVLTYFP
tim23-1 inh – tim23-1 yeast growth inhibition; actives 1.3% (n = 330,000); inhibition, % at 20 µM; S. cerevisiae tim23-1 growth, BacTiter-Glo luminescence, 24 h; AID 463212;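 active means growth inhibition of the mutant yeast at or above 50%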;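 further: temperature-sensitive mutant grown at 25 °C; plate controls were DMSO-treated mutant yeast for no effect and medium wells lacking yeast for full effect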
APJ agonist – activates the human apelin receptor APJ; P35414; CHO-K1 APJ PathHunter beta-arrestin, luminescence; 0% DMSO wells, 100% apelin; activation, % at 20 µM; actives 0.11% (n = 330,000); AID 2520;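 active means activation more than six SD over the plate average, tested at 20 µM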;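 further: 0% = DMSO alone and 100% = apelin-13 at 10 nM; some results filed as inactive read as strong as hits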
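Incubation: overnight seeding, 90 min compound at 25 °C, 1 h detection; test system: PathHunter CHO-K1 APJ (AGTRL-1) beta-arrestin reporter cells; amount: 1000 cells/well; doses: one dose, 20 µM compound, 1% DMSO; measured by: beta-gal luminescence; measure: agonist-driven arrestin binding to APJ; benchmarks: negative DMSO alone, positive Apelin-13 at 10 nM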
TIM10 inh – inhibits growth of TIM10 yeast strain; inhibition, % at 10 µM; S. cerevisiae TIM10 strain growth, BacTiter-Glo luminescence, 24 h; actives 1.4% (n = 330,000);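 active means inhibition of 40% or more at the single tested concentration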;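 further: wild-type TIM10 isogenic control strain grown at permissive 25 °C; 0% = DMSO yeast wells and 100% = minimal medium wells without yeast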
tim10-1 inh – growth inhibitors of tim10-1 mutant yeast; S. cerevisiae tim10-1 ts strain growth, BacTiter-Glo, 24 h; inhibition, % at 20 µM; actives 2.2% (n = 330,000);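 active means inhibition of at least 40%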;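 further: mutant grown at 25 °C; 0% = DMSO wells with yeast and 100% = wells holding no yeast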
The depositor's hits bear a star; nt = no result given. These rows are one share of the data; count on the stated rates, not on these rows.

SMILES	CXCR6 block	XBP1 UPR activ	UPR CHOP act	APJ antagonist	Mdm2-MdmX inh	tim23-1 inh	APJ agonist	TIM10 inh	tim10-1 inh
COc1ccc(OC)c(NC(=O)CSc2nc3cccnc3n2C)c1	-2	0	0.5	15	18	4	0	25	10
CCNc1nc(SCC(=O)Nc2ccccc2)nc(N2CCOCC2)n1	12	5	1.0	5	-8	-3	-4	11	15
COc1cc(OC)cc(-c2cc3nc4c(c(N5CCN(c6ncccn6)CC5)n3n2)CCCC4)c1	16	14	2.3	9	38	-2	0	1	-11
Cc1cc(N2CCC(N(C)C3CCCC3)CC2)nc2cc(O)ccc12	3	0	-0.3	-7	-13	-67	-3	-20	-12
Cc1ccc(-n2c(SCC(=O)N3CC(=O)Nc4ccccc43)nc3ccccc3c2=O)cc1	14	-3	0.3	14	14	8	-3	10	20
COC(=O)c1ccc(COc2ccccc2/C=C(\C#N)C(=O)Nc2c(C)cc(C)cc2C)cc1	7	17	39	-15	49	30	-1	2	47*
O=C(CN1CCN(c2ccccn2)CC1)Nc1cccc(F)c1	-1	-2	-1.8	7	12	14	-3	10	-10
COc1ccc(C(C(=O)NCc2ccccc2)N(Cc2ccc3c(c2)OCO3)C(=O)c2cnccn2)cc1 (stereo unspecified)	7	-3	-0.1	21	1	19	-3	11	9
CSc1ccccc1-n1nnnc1SCC(=O)Nc1ccccc1C	-1	-1	-0.5	9	5	13	-2	7	29
CC(NS(=O)(=O)c1ccc(Cl)c(Cl)c1)C(=O)Nc1cccnc1 (stereo unspecified)	0	-2	-0.7	-2	34	7	-3	-3	6
Cc1ccnc(N2CCCC(C(=O)Nc3nnc(C)s3)C2)n1 (stereo unspecified)	-6	-1	-0.9	28	11	6	-4	10	3
COc1cccc(C2/C(=C(\O)c3ccc4c(c3)OCCO4)C(=O)C(=O)N2CCCN2CCOCC2)c1OC (stereo unspecified)	-1	-4	0.1	0	34	-10	3	-20	-4
COc1ccc(Cl)c(NC(=O)Nc2c(C)n(-c3ccccc3)c(=O)n2C)c1	-8	1	-1.8	11	12	10	-4	3	2
COc1cc2c(OC)cccc2cc1C(=O)O	-15	-1	0.4	7	10	15	0	12	10
C/C(=N\NC(=O)c1ccn(C)n1)c1cccc(NC(=O)c2ccncc2)c1	-3	3	0.6	3	9	-7	0	6	8
CCOc1ccc(N(CC(=O)N/N=C/c2ccc(OC(C)C)cc2)S(C)(=O)=O)cc1	9	0	2.0	15	8	7	-1	-9	18
CC(=O)Nc1ccc(-c2ccc3nnc(C)n3n2)cc1	-4	0	-0.8	-18	3	13	8	-16	1
COc1ccc(Cc2nc3ccc(C(=O)N4CCCC4)cc3o2)cc1	0	-2	4.0	0	-96	0	-2	-4	-3
Cc1noc(C)c1S(=O)(=O)N1CCC(C(=O)c2ccccc2)CC1	-6	-2	-1.0	15	7	21	0	17	13
Cn1c(=O)n(C)c2cc(C(N)=O)ccc21	1	-4	-1.0	9	1	14	1	15	17

Part of the list above, with values under each structure.
The line under a structure holds: CXCR6 block, XBP1 UPR activ, UPR CHOP act, APJ antagonist, Mdm2-MdmX inh, tim23-1 inh, APJ agonist, TIM10 inh, tim10-1 inh
COc1cc2c(OC)cccc2cc1C(=O)O
→ -15, -1, 0.4, 7, 10, 15, 0, 12, 10
COc1ccc(Cc2nc3ccc(C(=O)N4CCCC4)cc3o2)cc1
→ 0, -2, 4.0, 0, -96, 0, -2, -4, -3
Cc1ccnc(N2CCCC(C(=O)Nc3nnc(C)s3)C2)n1 (stereo unspecified)
→ -6, -1, -0.9, 28, 11, 6, -4, 10, 3
Cc1noc(C)c1S(=O)(=O)N1CCC(C(=O)c2ccccc2)CC1
→ -6, -2, -1.0, 15, 7, 21, 0, 17, 13
COC(=O)c1ccc(COc2ccccc2/C=C(\C#N)C(=O)Nc2c(C)cc(C)cc2C)cc1
→ 7, 17, 39, -15, 49, 30, -1, 2, 47*
COc1cccc(C2/C(=C(\O)c3ccc4c(c3)OCCO4)C(=O)C(=O)N2CCCN2CCOCC2)c1OC (stereo unspecified)
→ -1, -4, 0.1, 0, 34, -10, 3, -20, -4

Next entries follow.
SMILES	CXCR6 block	XBP1 UPR activ	UPR CHOP act	APJ antagonist	Mdm2-MdmX inh	tim23-1 inh	APJ agonist	TIM10 inh	tim10-1 inh
CCOC(=O)C1CCN(S(=O)(=O)CCNC(=O)c2ccc(F)cc2)CC1	-2	1	1.5	1	-1	19	-8	-3	5
COc1ccc(CNS(=O)(=O)NCc2ccccc2F)cc1	-8	-3	2.7	8	26	-10	1	-1	-4
CC1CCCN(C2(O)C(=O)Nc3ccc(Cl)cc32)C1 (stereo unspecified)	-2	1	-1.3	5	14	39	-2	20	24
Cc1ccc(-n2c3c(c(=O)[nH]c2=S)C(C(F)(F)F)(C(F)(F)F)NC(=O)N3)cc1	-3	-2	2.4	28	4	2	-2	-4	1
CC(C)Cn1nc(C(=O)Nc2nnc(C3CC3)s2)c2ccccc2c1=O	-3	4	2.1	-18	46	52*	-1	20	47*
COc1ccc(/C=C/C(=O)NCC(=O)N/N=C(\C)Cc2ccccc2)cc1	-2	-2	-0.8	2	25	4	-2	8	-13
CCc1ccccc1NS(=O)(=O)c1ccc2c(c1)NC(=O)CC(=O)N2	-2	-3	-3.5	10	16	10	-3	5	-2
O=C(CCN1C(=O)COc2ccccc21)NCCCN1CCc2ccccc2C1	-4	0	-0.3	5	-13	21	-4	-11	5
O=C1C(=O)N(Cc2cccnc2)C(c2cccc(F)c2)/C1=C(/O)c1ccc2c(c1)OCO2 (stereo unspecified)	-2	-7	-1.5	13	11	3	2	-9	1
CCCCn1c(N)c(N(CC(C)C)C(=O)c2ccc3c(c2)NC(=O)C(C)S3)c(=O)[nH]c1=O (stereo unspecified)	-11	1	0.3	11	-7	21	7	10	11
COc1ccc(C(=O)NCc2cnn(C)c2)cc1OC1CCN(C(C)C)CC1	2	-2	-0.6	12	3	10	0	12	23
CCOc1ccc(N(CC(=O)NN=C2CCN(C)CC2)S(=O)(=O)c2ccc(Br)cc2)cc1	-10	0	1.2	0	-12	21	5	5	28
Cc1ccccc1OCC(=O)N/N=C/c1cccc2cccnc12	28	-5	0.2	10	25	47	-7	15	10
CCOc1cc(OCC)cc(C(=O)NCc2ccco2)c1	8	0	3.9	20	-8	18	-1	-11	3
Brc1cccc2sc(N3CCN(c4ccccc4)CC3)nc12	6	0	1.9	-9	-1	17	-5	-12	8
Cc1ccnc(N/C=C/C(=O)c2ccc(Br)cc2)c1	3	-4	-0.7	8	-128	18	-5	14	2
CCN(CC)c1ccc(-c2n[nH]c(=S)n2-c2ccccc2C)cc1	-12	-3	4.8	-14	10	15	-1	9	6
Cc1ccc2sc(NC(=O)CN3C(=O)CCC3=O)nc2c1C	-7	1	-2.7	10	12	21	2	8	25
CC1CC(C)CN(C(=O)CN2C(=O)NC3(CCCCCC3)C2=O)C1 (stereo unspecified)	-1	-1	0.7	13	14	9	0	-11	6
O=C(/C=C/c1c(F)cccc1Cl)NCCCN1CCOCC1	10	-3	-0.1	8	-8	-7	-2	-3	-14
COc1ccc(C(=O)N2CCCC(Nc3ccc(F)c(F)c3)C2)c(OC)n1 (stereo unspecified)	-1	0	1.6	0	20	16	-4	12	22
CCNC(=O)N(C)c1nncnc1C(=O)NC	8	0	-1.6	-7	5	2	1	5	4
CN(C(=O)C1CCOC1)c1nnc(-c2cnccn2)s1 (stereo unspecified)	-8	3	3.5	-6	25	3	0	-11	11
CCOc1ccccc1NC(=O)CCNS(=O)(=O)c1cccc2nsnc12	3	1	0.2	9	0	6	1	5	-10
COc1ccc(CCn2c(N)c(C(=O)NCc3ccco3)c3nc4ccccc4nc32)cc1	6	-1	1.7	12	21	5	-2	21	29
CC(C)[C@H](NC(=O)N1CCn2c1nc1ccccc12)C(=O)NCC1CCCO1 (stereo partly specified)	0	-7	-2.0	-6	7	-12	4	-5	-4
Cc1nc(CSc2ccc(Cl)cc2)cc(N2CC(C)OC(C)C2)n1 (stereo unspecified)	3	-1	1.7	15	21	14	-5	-10	29
O=C(NN1C(=O)C2C(c3ccccc3)C=CC(c3ccccc3)C2C1=O)c1ccncc1 (stereo unspecified)	11	0	-0.5	13	-10	19	0	15	28
COCC(=O)/C=C1\Sc2ccccc2N1C	4	0	1.2	10	-4	12	-2	9	10
Cc1c(C(=O)Nc2cc(F)ccc2F)sc2nc3n(c(=O)c12)CCCCC3	0	8	7.1	2	-17	-7	0	-17	-19
CCC(=O)Nc1ccc(NC(=O)c2ccco2)c(OC)c1	2	3	4.4	16	-33	20	1	8	20
CC(C)c1ccc(NC(=O)C(=O)c2cn(CC(=O)N3CCCCC3)c3ccccc23)cc1	6	-1	2.0	-15	42	27	0	22	30
CN(C)S(=O)(=O)c1ccc(C(=O)NCC(=O)N/N=C/c2cccs2)cc1	1	1	-1.0	-5	8	4	-3	-10	2
CCOCCCNC(=O)CCn1nc(-c2ccc(Cl)cc2)ccc1=O	-4	1	0.0	0	2	5	-2	-23	4
O=C(Nc1nc(-c2cc3ccccc3oc2=O)cs1)c1ccc(Br)o1	-4	-1	-1.5	-22	14	20	2	-26	20
O=C(CSc1n[nH]c(-c2ccncc2)n1)Nc1ccc(Br)cc1	1	-5	-0.7	-11	1	-3	2	-1	-2
COc1ccc(COCCN2CCN(S(=O)(=O)c3ccc(C)cc3)CCC2=O)cc1	nt	-2	0.2	-64	6	3	-2	0	9

Random excerpt: 3 entries already listed.
SMILES	CXCR6 block	XBP1 UPR activ	UPR CHOP act	APJ antagonist	Mdm2-MdmX inh	tim23-1 inh	APJ agonist	TIM10 inh	tim10-1 inh
O=C(Nc1nc(-c2cc3ccccc3oc2=O)cs1)c1ccc(Br)o1	-4	-1	-1.5	-22	14	20	2	-26	20
CN(C)S(=O)(=O)c1ccc(C(=O)NCC(=O)N/N=C/c2cccs2)cc1	1	1	-1.0	-5	8	4	-3	-10	2
CCOCCCNC(=O)CCn1nc(-c2ccc(Cl)cc2)ccc1=O	-4	1	0.0	0	2	5	-2	-23	4

High-throughput results from PubChem BioAssay.
